Screening data (PubChem)
PolyA inh = yeast polyadenylation inhibition; calls only at 12 µM; S. cerevisiae SKY197-pL101 polyadenylation reporter, beta-gal luminescence; efflux-impaired pdr1/pdr3 knockout yeast; score 100 = 6 SD above DMSO; actives 0.02% (n = 300,000); AID 1875;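 active = lowest replicate activity score at least 50, where 100 means six control SD above control mean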;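 note: yeast exposed to compound for 9 h at 30 °C; higher score means more reporter readthrough which indicates perturbed polyadenylation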
KCNQ1 act = human KCNQ1 channel potentiation or activation. actives 0.35% (n = 310,000). CHO-K1 KCNQ1, thallium flux FluxOR fluorescence; stronger effect = higher value. B-score at 10 µM;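 active = fluorescence ratio B-score, a plate-corrected score, at least three library SD, with initial intensity B-score within 5 SD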
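System: CHO-K1 cells stably expressing KCNQ1 / Medium: assay buffer for compound exposure, DMSO matched across wells / Reagent: thallium- and potassium-containing depolarizing buffer / Compound: one concentration, matched DMSO / Incubation: 20 min compound pretreatment at room temperature / Measured by: kinetic FluxOR fluorescence, 10 s baseline plus 110 s post-stimulus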
KCNK9 block = human KCNK9 channel inhibition; Q9NPC2; HEK293 KCNK9, FluxOR thallium flux fluorescence; stronger effect = lower value; B-score at 10 µM; actives 1.2% (n = 310,000); AID 488922;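 active = ratio B-score over 3 SD below the library mean, with starting fluorescence within 5 SD of its mean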;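 note: negative B-score means less thallium flux so channel inhibition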
HDAC3 inh = inhibitors of human histone deacetylase 3; O15379; inhibition, % at 8.3 µM; AID 2718; actives 0.15% (n = 320,000); recombinant HDAC3, fluorogenic peptide/trypsin coupled, fluorescence; in the data active = inhibition above about 26%, passing the limit was not always enough
GSK3beta inhib = inhibitors of human GSK3beta kinase. GST-GSK3beta kinase, ADP-Glo luminescence, 60 min; stronger effect = lower value. actives 0.038% (n = 300,000). activity score (negative = inhibition), % at 10 µM;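 active = more than half of replicate wells score below -50%, meaning over 50% inhibition versus plate controls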;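 note: 0% = median DMSO wells and -100% = median GW8510 positive control wells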
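Test system: GST-tagged human GSK3beta kinase, cell-free; evaluation: activity score scaled between in-plate DMSO and GW8510 controls; measured by: ADP-Glo luminescence; incubation: 60 min reaction, RT; benchmarks: DMSO and 20 µM GW8510; reagent: peptide substrate plus 25 µM ATP (final); medium: Tris/MgCl2 kinase buffer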
KCNQ1 inh = blocks the human KCNQ1 potassium channel | P51787 | CHO-K1 KCNQ1, FluxOR thallium flux fluorescence; stronger effect = higher value | B-score at 10 µM | actives 1.3% (n = 310,000) | AID 2642;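 active = compounds whose thallium flux B-score, printed positive for inhibition, exceeds three library SD while starting fluorescence stays within three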;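 note: channel opened by potassium depolarization with thallium stimulus after 20 min compound exposure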
hERG rescue = compounds protecting human hERG from proarrhythmic drug block; CHO-hERG, FluxOR thallium flux, dofetilide IC70 present; Q12809; activation (rescue from dofetilide block), less the hit threshold, % at 10 µM; actives 0.51% (n = 310,000);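 active = activation above the mean of controls blocked by dofetilide plus 5 SD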;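 note: thallium influx through hERG after potassium depolarization seen as dye fluorescence rise; in these data hits start at about 4.7%; inactives centre near -7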
Target sequence (Q12809 whole entry, looked up): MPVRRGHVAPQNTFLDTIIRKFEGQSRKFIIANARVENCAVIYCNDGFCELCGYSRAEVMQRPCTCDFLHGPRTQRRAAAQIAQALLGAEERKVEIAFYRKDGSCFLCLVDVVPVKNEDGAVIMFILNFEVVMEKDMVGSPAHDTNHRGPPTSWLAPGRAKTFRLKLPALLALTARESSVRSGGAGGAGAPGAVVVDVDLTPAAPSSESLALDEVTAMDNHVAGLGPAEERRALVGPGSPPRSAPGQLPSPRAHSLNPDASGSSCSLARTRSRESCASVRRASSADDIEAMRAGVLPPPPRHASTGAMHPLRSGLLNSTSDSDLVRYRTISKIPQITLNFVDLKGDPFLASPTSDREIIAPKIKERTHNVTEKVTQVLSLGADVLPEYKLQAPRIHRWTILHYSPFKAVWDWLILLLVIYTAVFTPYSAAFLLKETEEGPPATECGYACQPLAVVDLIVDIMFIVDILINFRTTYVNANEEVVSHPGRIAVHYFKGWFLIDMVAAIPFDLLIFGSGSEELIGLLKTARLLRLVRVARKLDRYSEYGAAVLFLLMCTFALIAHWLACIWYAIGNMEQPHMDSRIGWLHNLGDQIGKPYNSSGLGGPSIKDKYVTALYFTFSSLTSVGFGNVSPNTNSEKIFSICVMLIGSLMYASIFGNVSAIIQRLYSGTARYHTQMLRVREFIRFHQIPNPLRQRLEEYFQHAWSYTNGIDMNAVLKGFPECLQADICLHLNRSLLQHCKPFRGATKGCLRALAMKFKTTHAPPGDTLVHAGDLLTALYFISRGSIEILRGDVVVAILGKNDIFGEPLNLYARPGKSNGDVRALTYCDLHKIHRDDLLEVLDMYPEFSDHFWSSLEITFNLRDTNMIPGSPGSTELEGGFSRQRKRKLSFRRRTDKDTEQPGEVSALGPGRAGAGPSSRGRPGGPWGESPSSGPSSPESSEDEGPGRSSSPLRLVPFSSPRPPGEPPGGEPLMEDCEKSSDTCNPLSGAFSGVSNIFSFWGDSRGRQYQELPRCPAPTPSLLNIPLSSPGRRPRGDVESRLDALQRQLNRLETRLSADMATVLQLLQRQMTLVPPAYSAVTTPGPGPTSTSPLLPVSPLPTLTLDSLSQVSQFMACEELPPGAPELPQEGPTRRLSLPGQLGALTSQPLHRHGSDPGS
KCNK3 block = human KCNK3 channel inhibition, primary screen | CHO-KCNK3 thallium flux, FluxOR fluorescence; stronger effect = lower value | B-score at 10 µM | actives 0.84% (n = 340,000) | AID 602410;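 active = B-score under library mean minus 4 SD, starting fluorescence ratio at most library mean plus 5 SD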;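 note: more negative B-score means stronger inhibition of thallium flux through KCNK3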
GSK3 alpha inh = inhibitors of human GSK-3 alpha kinase; inhibition, % at 10 µM; P49840; AID 2650; actives 0.1% (n = 320,000); ADP-Glo luminescence, 60 min;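 in the data active = inhibition above about 50%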;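 note: GST-tagged GSK-3 alpha with peptide substrate and 25 µM ATP; 0% = DMSO neutral wells and 100% = GW8510 positive control wells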
Dyrk1A ADPGlo = blocks rat Dyrk1A kinase activity; Q63470; ADP-Glo luminescence, NFATc1 peptide; inhibition, % at 12.5 µM; actives 0.43% (n = 310,000); in the data active = inhibition above about 50%;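 note: plate controls were vehicle with enzyme for no effect and no enzyme for full effect; many of its hits are not listed in these tables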
RGS4 act = RGS4 potentiation or activation; HEK293 M3R/inducible RGS4, carbachol calcium flux Fluo4; stronger effect = lower value; B-score at 10 µM; actives 0.92% (n = 310,000);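 active = B-score of the integrated calcium signal more than 4 SD below the library mean, with starting fluorescence not abnormally high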;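 note: negative B-score means reduced calcium response which marks RGS4 activation or potentiation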
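Also added: carbachol at ECmax as muscarinic agonist stimulus; Assay system: HEK293 cells with stable M3R and inducible RGS4; Timing: overnight RGS4 induction, 30 min dye load 37 °C, 20 min compound RT; Measured by: Fluo4-AM (2 µM) calcium-flux fluorescence, kinetic read.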
* = called active by the depositor; i = inactive; nt = no result given. A portion of the library, so the mix of outcomes need not match the whole.

Below each SMILES – KCNQ1 act, GSK3beta inhib, hERG rescue, KCNK3 block, Dyrk1A ADPGlo, KCNK9 block, PolyA inh, GSK3 alpha inh, RGS4 act, HDAC3 inh, KCNQ1 inh
> CCCCn1c(N)c(N(CCOC)C(=O)c2oc3ccc(OC)cc3c2C)c(=O)[nH]c1=O
  i, -4.9, -12.9, i, -1.5, i, i, -5.2, i, 1.4, i
> O=CN1N=C(c2ccccc2)CC1c1ccccc1[N+](=O)[O-] (configuration not stated)
  i, -4.3, -2.6, i, -2.9, i, i, -1.3, i, -0.9, i
> COc1cccc(S(=O)(=O)Nc2ccc(C(=O)N3CCCCCC3)cc2)c1
  i, 0.4, -6.8, i, -1.1, i, i, -2.7, i, -3.4, i
> O=C(NCCN1CCCCC1)/C(=C/c1ccco1)NC(=O)c1ccccc1
  i, -1.1, -9.5, i, -0.2, i, i, 1.7, i, 2.2, i
> CCCCN(C)CCNC(=O)c1cc2c(=O)[nH]c3ccccc3c2n1C
  i, 0.2, -7.7, i, 46.3, i, i, 7.8, i, -6.5, i
> O=C(C1CC=CCC1)N1CCC(CO)(Cc2ccc(Cl)cc2)CC1 (configuration not stated)
  i, -3.3, -10.0, i, 0.1, i, i, -1.9, i, 6.5, i
> CCC(Sc1nc2ccc(C)cc2[nH]1)C(=O)O (configuration not stated)
  i, -3.8, -7.3, i, -2.4, i, i, -2.6, i, -3.6, i
> O=S(=O)(NCCc1ccc2c(c1)OCCO2)c1cccs1
  i, 2.6, -10.0, i, 1.9, i, i, -5.1, i, 6.7, i
> Cc1cc(/C=C2\SC(=S)NC2=O)c(C)n1C1CC1
  i, -0.3, -16.8, i, 1.4, i, i, 6.0, i, -4.0, i
> CC1CCN(C(=O)Cn2c(=O)n(Cc3ccc4c(c3)OCO4)c(=O)c3ccccc32)CC1
  i, 0.5, -5.3, i, 3.4, i, i, 0.9, i, -2.6, i
> C=CCOc1ccnc(-c2ccccc2)n1
  i, 1.4, -9.5, i, -5.3, i, i, -2.5, i, 2.1, i
> CCOC(=O)c1sc(NC(=O)Nc2ccc(F)cc2)nc1C
  i, 0.5, -7.0, i, -4.3, i, i, 0.4, i, -4.0, i
> CCNc1c(NC(=O)C2CCC(C)CC2)c(=O)oc2ccccc12 (configuration not stated)
  i, -0.1, -5.3, i, -4.4, i, i, 0.2, i, 14.3, i
> Cc1ccccc1C(=O)NC(=S)Nc1cccc(NC(=O)C(C)C)c1
  i, -2.3, -6.3, i, 0.2, i, i, 1.9, i, 4.0, i
> CC(C)(C)NC(=O)COc1ccc(S(=O)(=O)N2CCCC2)cc1
  i, 2.6, -0.4, i, 1.1, i, i, -2.1, i, 6.4, i
> CN(Cc1cnn(C)c1)Cc1nc(-c2ccc(Cl)cc2)no1
  i, 1.6, 0.9, i, -1.8, i, nt, -0.9, i, -3.4, i
> CCOc1ccc(NS(=O)(=O)c2ccc(-c3ccc(=O)[nH]n3)o2)cc1
  i, 2.0, -8.5, i, nt, i, i, -2.2, i, 0.2, i
> Cc1ccc(C(C)C)cc1OCC(=O)Nc1ccccc1N1CCCC1
  i, -6.6, -20.3, i, nt, i, i, 3.2, i, 3.9, i
> COc1ccc(S(=O)(=O)N2CN3CCN(C3)C2)cc1
  i, 5.1, -3.7, i, 4.1, i, i, -6.0, i, 2.7, i
> COC(=O)c1cc2c(ccn2-c2ccc(F)cc2)n1Cc1ccc(C#N)cc1
  i, -2.1, -5.3, i, -2.7, -9.54*, i, 3.9, i, 0.3, i
> Cc1cc(C)c2nc(NNC(=O)c3cc(-c4cccs4)nc4ccccc34)sc2c1
  i, 1.5, -14.8, i, -0.1, i, i, 2.1, i, -0.7, i
> COc1cc(C2NC(=O)NC(C)=C2[N+](=O)[O-])cc(OC)c1OC (configuration not stated)
  i, 2.6, -1.4, i, -5.7, i, i, -1.3, i, 4.4, i
> CCOc1ccccc1NC(=S)NCC1CCCO1 (configuration not stated)
  i, -0.6, -2.9, i, 4.0, i, i, 0.9, i, 0.3, i
> O=C(CSc1nnc(CNC(=O)c2ccco2)o1)Nc1ccc(Cl)cc1
  i, -2.0, -1.9, i, nt, i, i, 0.1, i, 3.8, i
> O=C1CC(C2CCCO2)C(=O)N1c1ccc(Cl)c(Cl)c1 (configuration not stated)
  i, 3.0, -14.6, i, 0.3, i, i, -1.7, i, -0.2, i
> O=S(=O)(Cc1ccc(Cl)cc1)NCc1cccnc1
  i, 1.9, -3.6, i, nt, i, i, -3.4, i, -8.0, i
> O=C(NCC1CCCO1)c1cc2c(=O)[nH]c3ccccc3c2s1 (configuration not stated)
  i, -4.1, -13.3, i, nt, i, nt, -2.6, i, -23.6, i
> FC(F)(F)c1cc(Nc2ccccc2)nc(-c2ccccn2)n1
  i, 1.4, -5.7, i, 5.1, i, i, -4.4, i, -1.8, i
> Fc1cc(Br)ccc1NC(=S)NCCc1ccccc1
  i, -0.9, -10.3, i, 3.6, i, i, -1.4, i, -1.9, i
> CC(=O)Nc1cc(NC(C)=O)cc(C(=O)OCC(=O)Nc2ccc(S(=O)(=O)NC3=NCCCCC3)cc2)c1
  i, -0.7, -4.4, i, 4.3, i, i, 0.4, i, 5.9, i

Copied from the entries so far for reference:
Below each SMILES – KCNQ1 act, GSK3beta inhib, hERG rescue, KCNK3 block, Dyrk1A ADPGlo, KCNK9 block, PolyA inh, GSK3 alpha inh, RGS4 act, HDAC3 inh, KCNQ1 inh
> CCCCn1c(N)c(N(CCOC)C(=O)c2oc3ccc(OC)cc3c2C)c(=O)[nH]c1=O
  i, -4.9, -12.9, i, -1.5, i, i, -5.2, i, 1.4, i
> O=CN1N=C(c2ccccc2)CC1c1ccccc1[N+](=O)[O-] (configuration not stated)
  i, -4.3, -2.6, i, -2.9, i, i, -1.3, i, -0.9, i
> COc1cccc(S(=O)(=O)Nc2ccc(C(=O)N3CCCCCC3)cc2)c1
  i, 0.4, -6.8, i, -1.1, i, i, -2.7, i, -3.4, i

2 records drawn at random from the list so far, as already listed:
Below each SMILES – KCNQ1 act, GSK3beta inhib, hERG rescue, KCNK3 block, Dyrk1A ADPGlo, KCNK9 block, PolyA inh, GSK3 alpha inh, RGS4 act, HDAC3 inh, KCNQ1 inh
> CC(=O)Nc1cc(NC(C)=O)cc(C(=O)OCC(=O)Nc2ccc(S(=O)(=O)NC3=NCCCCC3)cc2)c1
  i, -0.7, -4.4, i, 4.3, i, i, 0.4, i, 5.9, i
> CC(C)(C)NC(=O)COc1ccc(S(=O)(=O)N2CCCC2)cc1
  i, 2.6, -0.4, i, 1.1, i, i, -2.1, i, 6.4, i

(more compounds)
Below each SMILES – KCNQ1 act, GSK3beta inhib, hERG rescue, KCNK3 block, Dyrk1A ADPGlo, KCNK9 block, PolyA inh, GSK3 alpha inh, RGS4 act, HDAC3 inh, KCNQ1 inh
> COc1ccc(/C=N/NC(=O)c2c(-c3ccccc3)noc2C)cc1[N+](=O)[O-]
  i, 2.8, -7.9, i, -0.8, i, i, 0.3, i, 5.2, i
> O=C(O)c1c2c(nc3ccc(S(=O)(=O)N4CCC(C(=O)NC5CCCCCC5)CC4)cc13)CCCC2
  i, 5.5, 0.1, i, 9.4, i, nt, 0.4, i, -0.1, i
> O=P(O)(O)c1ccccc1OCCOCCOCCOCCOc1ccccc1P(=O)(O)O
  i, 1.1, -2.9, i, 1.5, i, i, 2.9, i, -1.4, i
> CCOc1ccc(S(=O)(=O)N2CCN(C(=O)c3ccco3)CC2)cc1
  i, 3.9, -10.4, i, 6.6, i, i, 2.6, i, -2.6, i
> O=C(/C=C/c1ccc(Cl)c(Cl)c1)N1CCOCC1
  i, -0.3, -5.6, i, nt, i, i, -2.1, i, 14.3, i
> Cc1nc(NC(C)c2ccccc2)c2c3c(sc2n1)CCC3 (configuration not stated)
  i, 1.5, -14.9, i, 0.9, i, i, -2.9, i, 7.6, i
> COc1cc(C(CCN2CCN(c3ccccc3)CC2)c2c(OC)cc(OC)c3c(C)cc(=O)oc23)cc(OC)c1OC (configuration not stated)
  i, -1.2, -13.9, i, 13.7, i, i, 0.0, i, -5.7, i
> Cc1ccc(OCCCn2c(CO)nc3ccccc32)cc1
  i, -0.8, -1.9, i, 1.3, i, i, 0.8, i, 9.0, i
> O=C(Nc1ccc(N2CCCC2)cc1)c1ccccc1[N+](=O)[O-]
  i, -0.2, -6.5, i, -3.1, i, i, 0.1, i, -2.0, i
> CCCNC(=O)c1ccc2c(=O)c(O)c(-c3ccc(F)cc3)[nH]c2c1
  i, -0.1, -10.1, i, 1.8, i, i, -31.2, i, 2.8, i
> CCCCCCn1ccc(=N)cc1
  i, -0.6, -9.9, i, 10.5, i, i, -2.1, i, -1.8, i
> Fc1ccc(NC(=S)N2CCc3ccccc32)cc1
  i, 0.7, -3.9, i, 1.2, i, i, 2.2, i, 4.1, i
> Cc1ccc(S(=O)(=O)N2CCN(Cc3cc(C(C)(C)C)ccc3O)CC2)cc1
  i, -4.4, -12.2, i, 12.4, i, i, -2.0, i, 7.6, i
> COc1ccc(C(=O)Nc2nc(CC(=O)NCCc3cccc(OC)c3)cs2)cc1
  i, -0.9, -7.3, i, -10.7, i, i, -3.0, i, -2.5, i
> O=C(COc1ccccc1Cl)Nc1nnc(S(=O)(=O)N2CCCC2)s1
  i, -2.3, -7.7, i, 0.2, i, i, -3.5, i, 1.9, i
> CCOC(=O)c1sc(C)c(C(=O)NCC(C)(C)CN(C)C)c1N
  i, 3.4, -6.3, i, 1.3, i, i, 0.0, i, -2.1, i
> CCN1C(=O)c2ccccc2Sc2ccc(C(=O)NCCCN3CCCCC3)cc21
  i, -3.5, -6.3, i, 5.4, i, i, -0.7, i, 1.1, i
> COc1cccc(NS(=O)(=O)c2cn(C)c(=O)n(C)c2=O)c1
  i, 4.1, -3.6, i, 2.7, i, i, -1.2, i, nt, i
> C/C(=N/NC(=O)CNC(=O)CCc1ccccc1)c1ccc(Cl)cc1
  i, -1.8, -3.1, i, -0.1, i, i, -5.4, i, 1.9, i
> N#CCCCCN1CCCC1
  i, -0.4, -7.2, i, -1.6, i, i, -1.7, i, 1.3, i
